bCat nuc transl: beta-catenin nuclear translocation modulation. HeLa beta-catenin nuclear translocation, immunofluorescence imaging. nuclear translocation activity, % at 5 µM. hit rate 0.3% among 190,000;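 active = nuclear translocation activity above 50% at 5 µM, with a well cell count of 50 or more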;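 also: per-cell ratio of nuclear to cytoplasmic median beta-catenin stain intensity; plate controls were DMSO negative control for no effect and GSK-3 inhibitor IX positive control for full effect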
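Test system: human HeLa cell line; Doses: 5 µM primary, 0.02–20 µM confirmation; Incubation: 24 h compound exposure, 37°C; Detection: beta-catenin immunofluorescence imaging with DAPI; Read-out: beta-catenin nuclear/cytoplasmic ratio, % activation.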
Yfh1-depleted yeast: mitochondrial function rescue without frataxin homolog – Friedreich's ataxia, plus single-dose screen, dose response (AID 1465); hit rate 0.074% among 220,000; S. cerevisiae Yfh1-off respiration, WST-1 reduction, 72 h; higher fold induction means a stronger effect; one-dose fold induction at 50 µM; EC50 in µM for titrated hits;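 active = fold induction of absorbance versus untreated yeast above a set limit, then at least 30% activation at any dose in follow-up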;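 also: activators that raise dye reduction in frataxin-depleted yeast; strong numbers were not always called active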
MT stabilizer: microtubule stabilization, imaging screen. HeLa tubulin immunostaining HCS, 24 h; share of cells brighter than vehicle mean+2SD. % tubulin-high responders, % at 10 µM. hit rate 0.83% among 200,000. AID 2205;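 active = plate Z-score above 3 for both tubulin-high and condensed-nucleus cell shares, with cell loss under 80%, at 10 µM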;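 also: anti alpha tubulin signal scored within the nucleus-defined area of each cell; some results filed as inactive read as strong as hits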
human PMI inhibitors: MPI inhibition at elevated mannose 6-phosphate – biochemical, fluorescence intensity, high mannose 6-phosphate, primary screen (AID 1220); recombinant PMI enzyme, coupled fluorescence intensity; higher % means a stronger effect; inhibition, % at 20 µM, or IC50 in µM where a hit was titrated; hit rate 0.66% among 190,000
WT yeast gro inh: growth inhibition of WT yeast, mitochondrial fusion screen | mitochondrial fusion phenotypic screen, WT strain | inhibition, % at 10 µM | hit rate 2.1% among 190,000; in the data active = inhibition above about 58%; tested in S. cerevisiae
Autophagy HCS: alters autophagy in cells; calls only at 10 µM (by protocol); MEF GFP-LC3 puncta imaging; test concentration mostly 10 µM; hit rate 0.98% among 190,000;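 active = percentage of spot-positive cells more than 3 SD above its plate mean, without a fluorescence outlier flag or 80% toxicity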;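 also: spot-positive cell cutoff set from DMSO-treated cells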
human PMI inhibition: inhibitors of human PMI, primary screen, biochemical, fluorescence intensity, coupled assay (AID 1209); purified PMI enzyme, coupled fluorescence intensity; higher % means a stronger effect; inhibition, % at 20 µM; hits with a dose series show IC50 in µM; hit rate 0.42% among 190,000;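 also: plate controls were DMSO vehicle for no effect and wells lacking substrate for full effect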
Ins promoter up: MIN6 insulin promoter up-regulation; MIN6 insulin promoter-GFP reporter, high-content imaging; hits give high values; z-score at 5 µM; hit rate 0.3% among 190,000; AID 1625;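 active = z-score above 3 at 5 µM with at least 500 cells counted in the well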
Dynein cargo inh: dynein cargo transport inhibition. 3617.4 mouse cells, GR-EGFP nuclear translocation imaging; test concentration mostly 20 µM; stimulated with dexamethasone, 1 µM; hits give low values. hit rate 0.47% among 220,000. z-score, hits read low;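 active = plate z-score of nuclear minus cytoplasmic receptor signal below a set negative limit, without overly bright fluorescence or cell loss, cut at about -3.5 in these data, passing the limit was not always enough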;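 also: z-score of nuclear minus cytoplasmic ring GR-EGFP intensity difference per well; some compounds called inactive have numbers as strong as hits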
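Buffer or medium: tet-free, stripped-serum medium; Also added: dexamethasone, 1.0 µM final; Technique: high-content fluorescence imaging after fixation; Times: 48 h induction, 1 h compound, 30 min dex at 37 °C; Read-out: per-cell GR-EGFP intensity, nucleus versus surrounding cytoplasmic ring, well-averaged.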
WT yeast gro inh mutant strain: also measured in WT yeast gro inh; calls as there; inhibition, %; mitochondrial fusion phenotypic screen, mutant strain inhibition
Dynein cargo inh cytoplasmic EGFP: second read-out of Dynein cargo inh, no call of its own (marks repeat the call); z-score; measured here: cytoplasmic GR-EGFP intensity; hits give high values
Dynein cargo inh nuclear GR-EGFP: recorded beside Dynein cargo inh, whose call it bears; z-score; measured here: nuclear GR-EGFP intensity;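 lower value marks the stronger effect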
Dynein cargo inh cell count: further read-out of Dynein cargo inh, marked with its call; z-score; measured here: cell count per field
Ins promoter up cell count: recorded beside Ins promoter up, whose call it bears; cell count; measured here: cytotoxicity, nuclei count;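 total cells summed across four imaged fields per well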
bCat nuc transl cell count 5 µM: also measured in bCat nuc transl; calls as there; cell count; measured here: cell count, cytotoxicity flag
MT stabilizer Hoechst-high %: recorded beside MT stabilizer, whose call it bears; % Hoechst-high responders; measured here: nuclear condensation Hoechst responders;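 share of cells brighter than vehicle mean plus two SD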
MT stabilizer cytotoxicity %: second read-out of MT stabilizer, no call of its own (marks repeat the call); toxicity, %; measured here: cytotoxicity by cell density;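 0% = mean cell density of plate MIN control wells and 100% = no cells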
Autophagy HCS cell loss 18 h: further read-out of Autophagy HCS, marked with its call; toxicity, %; measured here: cell loss, nuclei count;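 cell loss after 18 h compound exposure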
* marks the source's active call; other numbers are inactive results; i = inactive; . = no result given. Rule as the data show it, unless noted: active = inhibition above about 50%; inactive = the rest.

1) CCCc1cc(=O)[nH]c(SCC(=O)c2c(N)n(C)c(=O)n(C)c2=O)n1
2) Cc1ccccc1Nc1nc(N)nc(COC(=O)c2cccc(S(=O)(=O)NCc3ccccc3)c2)n1
3) COc1cccc(OCC(=O)Nc2ccccc2C(N)=O)c1
4) CCN(CC)CC(C)CNC(=O)CC(C(=O)N1CCc2ccccc21)n1ccnc1 (stereo unspecified)
5) CC(=O)Nc1ccc2c(c1)C(=O)c1ccccc1C2=O
6) CCOC(=O)C1=C(C)N=C2SCCC(=O)N2C1c1sccc1C (stereo unspecified)
7) COCCn1c(SCC(=O)Nc2ccc(Cl)cn2)nc2ccccc21
8) Cn1c(=O)c2c(SCC(=O)NCCc3ccccc3)nc(C3CC3)nc2n(C)c1=O
9) Cc1cccc(NC(=S)NC2CCCC2)n1
10) CCN(CC)S(=O)(=O)c1ccc(C(=O)N2CCN=C2SC)cc1

screen / no.	1	2	3	4	5	6	7	8	9	10
bCat nuc transl	-2.3	-0.6	.	-0.1	0.2	-5.0	.	-1.4	9.2	-4.6
bCat nuc transl cell count 5 µM	999	960	.	1199	1410	893	.	1348	902	1182
Yfh1-depleted yeast	i	i	i	i	i	i	i	i	i	i
MT stabilizer	3.2	1.7	2.9	1.9	3.2	4.0	5.3	.	1.9	3.2
MT stabilizer Hoechst-high %	2.7	3.6	2.5	1.8	3.2	2.8	4.0	.	1.5	1.6
MT stabilizer cytotoxicity %	9.6	13	4.7	2.2	4.1	4.9	12	.	6.7	1.6
human PMI inhibitors	1%	14%	-4%	6%	-70%	-10%	2%	.	8%	7%
WT yeast gro inh	12	-14	-4	18	16	65*	-7	.	72*	-2
WT yeast gro inh mutant strain	28	-23	-2	15	-15	5.5*	-8	.	58*	-17
Autophagy HCS	i	i	i	i	i	i	i	.	i	i
Autophagy HCS cell loss 18 h	9	-7	2	-7	-6	2	4	.	32	15
human PMI inhibition	-6%	10%	3%	2%	-26%	-5%	4%	.	13%	8%
Ins promoter up	-1.3	-0.26	0.43	.	0.13	0.21	0.5	0.65	-0.87	.
Ins promoter up cell count	1378	1504	1348	.	1369	1256	929	1017	1632	.
Dynein cargo inh	-0.52	3.7	-0.0015	0.3	-1.2	-0.13	-0.083	-0.66	0.7	-0.029
Dynein cargo inh cytoplasmic EGFP	-0.4	-0.14	0.67	-0.15	-0.17	0.16	-0.28	-0.21	-0.077	-0.26
Dynein cargo inh nuclear GR-EGFP	-0.32	1.6	0.19	0.34	0.075	0.13	-0.083	0.041	0.63	0.2
Dynein cargo inh cell count	0.37	-1.9	-0.19	0.75	0.16	0.79	1.7	1.3	-1.4	2.1

11) CCOc1ccccc1OC(=O)c1ccco1
12) Cc1cccc(N2CCCn3c2nc2c3c(=O)n(CCN3CCOCC3)c(=O)n2C)c1
13) CCC1CCc2c([nH]c3ccccc3c2=O)O1 (stereo unspecified)
14) CC(C)N1C(=O)/C(=C/c2nc3ccccc3c(=O)n2-c2ccccc2)c2ccccc21
15) COc1cc(NC(=S)NCCC(c2ccccc2)c2ccccc2)c(OC)cc1Cl
16) Cc1ccc(-c2cc(C(=O)NCc3cccnc3)no2)cc1
17) Cc1ccc(S(=O)(=O)N/N=C/c2cnn(C)c2C)cc1
18) CC(=O)OC[C@H]1COc2ccc3ccccc3c2[C@H]1N(C)C(C)=O
19) COc1ccc(CC(=O)Nc2cccc(-c3csc(C)n3)c2)cc1
20) CCN(C(=O)c1ccc(Cl)cc1[N+](=O)[O-])c1ccccc1C

screen / no.	11	12	13	14	15	16	17	18	19	20
bCat nuc transl	3.0	0.8	-4.1	-2.0	4.6	-0.7	-2.0	-1.4	2.2	1.2
bCat nuc transl cell count 5 µM	1170	906	590	1070	948	978	1149	1018	1182	1069
Yfh1-depleted yeast	i	i	i	i	i	i	.	i	i	i
MT stabilizer	2.9	3.7	4.7	4.2	4.0	4.0	1.9	2.1	1.8	1.7
MT stabilizer Hoechst-high %	2.7	1.7	2.9	0.9	2.5	3.2	1.8	2.2	1.8	2.3
MT stabilizer cytotoxicity %	3.3	7.7	3.8	31	9.1	2.9	7.8	10	11	6.8
human PMI inhibitors	13%	2%	4%	0%	17%	9%	0%	3%	9%	-5%
WT yeast gro inh	14	18	22	-8	-5	4	-4	-6	8	-2
WT yeast gro inh mutant strain	18	16	17	14	-7	1	12	-12	-7	-25
Autophagy HCS	i	i	i	i	i	i	i	i	i	i
Autophagy HCS cell loss 18 h	-1	3	14	-20	-4	-3	-2	-5	34	2
human PMI inhibition	15%	-7%	0%	12%	19%	15%	6%	0%	10%	-2%
Ins promoter up	-0.04	-3.6	-0.43	0.09	0.99	-0.09	0.26	0.81	-0.11	0.47
Ins promoter up cell count	1333	938	1190	1775	1453	1535	1328	1173	892	988
Dynein cargo inh	-0.27	0.43	-0.056	-4.1*	-0.43	0.45	0.86	0.9	-0.98	-0.5
Dynein cargo inh cytoplasmic EGFP	-0.21	0.085	-0.19	0.2*	-0.21	-0.25	-0.061	-0.063	-0.19	-0.29
Dynein cargo inh nuclear GR-EGFP	-0.35	0.51	0.11	-1.9*	0.083	0.14	0.69	0.66	-0.37	-0.3
Dynein cargo inh cell count	-0.07	0.065	0.77	-0.098*	0.17	-0.092	-0.45	-1.1	0.72	0.02

21) CCCCN(CC)Cc1ccc(CNC(=S)Nc2c(C)cc(C)cc2C)o1
22) CCOC(=O)NC1(C(F)(F)F)C(=O)NC(C)=C1C(=O)OC (stereo unspecified)
23) CC(=O)NCCN1C(=O)C2C3c4ccccc4C(c4ccccc43)C2C1=O (stereo unspecified)
24) O=C(C1CCCN(Cc2ccccc2F)C1)N1CCc2ccccc2C1 (stereo unspecified)
25) Cn1cccc/c1=N\c1cccc[n+]1C
26) O=C(COc1ccc([N+](=O)[O-])cc1)NNC(=O)c1cccs1
27) COc1ccc(CN2C(=O)Cc3c2nc(N)c2c(N)nc(N4CCOCC4)c(C#N)c32)cc1
28) CC(=O)Nc1ccc(S(=O)(=O)NCc2cccnc2)cc1
29) C=CCOc1cccc(C(=O)NC(c2ccccc2)C(C)C)c1 (stereo unspecified)
30) COc1cc2c(cc1OC)C1(NCC2)C(=O)Nc2ccccc21 (stereo unspecified)

screen / no.	21	22	23	24	25	26	27	28	29	30
bCat nuc transl	-1.3	.	.	-0.3	2.9	0.9	1.8	-2.4	-2.2	-0.1
bCat nuc transl cell count 5 µM	1073	.	.	1301	1167	1521	1250	552	1041	1134
Yfh1-depleted yeast	i	i	i	i	i	i	i	i	i	i
MT stabilizer	3.4	3.0	4.6	.	.	2.0	.	4.0	4.3	2.5
MT stabilizer Hoechst-high %	3.1	1.2	2.8	.	.	2.7	.	1.9	3.1	2.5
MT stabilizer cytotoxicity %	9.1	4.5	2.7	.	.	0.4	.	5.3	11	7.8
human PMI inhibitors	6%	-3%	3%	.	.	3%	.	-3%	-2%	0%
WT yeast gro inh	6	-16	-29	.	.	2	.	9	19	-3
WT yeast gro inh mutant strain	-1	-15	-20	.	.	2	.	13	6	4
Autophagy HCS	i	i	i	.	.	i	.	i	i	i
Autophagy HCS cell loss 18 h	26	34	-2	.	.	-6	.	14	-2	2
human PMI inhibition	-10%	3%	-11%	.	.	4%	.	-9%	0%	-7%
Ins promoter up	-0.39	-0.17	-0.04	0.21	-2	-0.02	-1.6	-0.08	0.21	-1.7
Ins promoter up cell count	1315	1056	965	1096	566	1374	916	1333	1693	905
Dynein cargo inh	0.43	0.39	-0.47	0.32	-1.3	0.51	-0.78	-0.23	-0.9	-0.64
Dynein cargo inh cytoplasmic EGFP	-0.31	-0.21	-0.23	-0.084	-0.24	-0.18	-0.18	-0.18	-0.022	-0.19
Dynein cargo inh nuclear GR-EGFP	0.25	0.5	-0.25	0.77	-0.35	1	0.19	0.053	0.086	-0.14
Dynein cargo inh cell count	0.83	0.67	0.63	-0.61	1.1	-1.8	0.012	0.5	-0.42	0.52

31) Cn1c(SCC(=O)Nc2cccc(S(=O)(=O)NC3=NCCCCC3)c2)nnc1-c1ccccc1
32) CCc1ccc(Nc2nc3ccccc3c(=O)s2)cc1
33) O=C(Nc1ccccc1)N1CCN(CCc2ccccc2)CC1
34) CC(=O)c1ccccc1NC(=O)CC1(CC(=O)O)CCCCC1
35) COc1cccc(C(=O)N2CCN=C2SC)c1
36) Cc1cc(NC(=O)CCCC(=O)OCC(F)(F)C(F)F)cc(C)c1C(=O)O

screen / no.	31	32	33	34	35	36
bCat nuc transl	-3.9	.	-1.8	-2.5	-2.2	.
bCat nuc transl cell count 5 µM	1086	.	973	1160	1071	.
Yfh1-depleted yeast	i	i	i	i	i	i
MT stabilizer	4.7	1.4	6.3	1.7	2.2	4.5
MT stabilizer Hoechst-high %	2.3	5.3	1.5	4.0	2.6	2.0
MT stabilizer cytotoxicity %	2.4	7.1	9.0	8.6	9.8	13
human PMI inhibitors	1%	0%	-16%	-11%	-4%	-1%
WT yeast gro inh	-4	-6	2	7	-12	9
WT yeast gro inh mutant strain	-1	-4	5	4	-15	5
Autophagy HCS	i	i	i	i	i	i
Autophagy HCS cell loss 18 h	5	4	5	9	-4	19
human PMI inhibition	-5%	-7%	-20%	-6%	-8%	-1%
Ins promoter up	0.46	-0.08	-0.8	-1.7	0.06	.
Ins promoter up cell count	1547	1239	1665	1329	1158	.
Dynein cargo inh	-0.76	-0.1	-0.23	0.46	-0.71	0.4
Dynein cargo inh cytoplasmic EGFP	-0.37	-0.3	-0.32	-0.34	-0.21	-0.31
Dynein cargo inh nuclear GR-EGFP	-0.6	-0.48	0.35	0.47	-0.28	0.5
Dynein cargo inh cell count	1.3	0.058	0.91	0.15	0.41	-0.025

Some entries already given, showing only Dynein cargo inh cell count, MT stabilizer cytotoxicity % and Dynein cargo inh:
# | Molecule | Dynein cargo inh cell count | MT stabilizer cytotoxicity % | Dynein cargo inh
31 | Cn1c(SCC(=O)Nc2cccc(S(=O)(=O)NC3=NCCCCC3)c2)nnc1-c1ccccc1 | 1.3 | 2.4 | -0.76
32 | CCc1ccc(Nc2nc3ccccc3c(=O)s2)cc1 | 0.058 | 7.1 | -0.1
33 | O=C(Nc1ccccc1)N1CCN(CCc2ccccc2)CC1 | 0.91 | 9.0 | -0.23
